High-throughput results deposited in PubChem by National Center for Advancing Translational Sciences (NCATS).
TSHR antagonist – human thyrotropin receptor antagonism; P16473; TSHR-expressing cells, TSH-stimulated cAMP HTRF, 2 h; hits give low values; activity change, negative = inhibition, % at 11.5 µM; 0.2% of 330,000 active; AID 504810;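 active = activity change below a set negative limit, meaning inhibition stronger than a set level, cut at about -70% in these data; inconclusive = activity change between two set negative limits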; also: % is scaled to controls: 0 for no effect and ±100 for the full control effect
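Cell-based HTRF cAMP assay; TSHR cells + compound, TSH EC80 (4nM final), 2 h, 37 deg C. Lysis with anti-cAMP cryptate and cAMP-d2, 30 min RT, read 665/620 nm.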
hERG WT inh – blocks the wildtype human KCNH2 potassium channel | 0.37% of 340,000 active | Q12809 | activity change, % at 1.84 µM | U2OS, BacMam KCNH2, thallium flux FluxOr; hits give low values;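 active = maximum activity change below -70%; inconclusive = maximum activity change between -70% and -50%; inactive = maximum activity change above -50%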; also: % is scaled to controls: 0 for no effect and ±100 for the full control effect
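U2OS cells transduced with wild-type KCNH2 virus are loaded with FluxOr dye for 45 min, and thallium flux is measured in kinetic reads before and after stimulation buffer. Rate constants are normalized to DMSO controls.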
CXXC DNA block – MLL CXXC-DNA interaction inhibition; 0.037% of 290,000 active; Q03164; Potency, µM (titrated, usually from 115 µM), inactives show top-dose activity change, negative = inhibition, actives largely listed as inhibitors; MLL-CXXC / FITC-HOXA9 DNA fluorescence polarization; active = well fitted inhibition curve with a large enough effect in the polarisation, with a control signal flat, not every such curve was filed as active; inconclusive = small, poorly fitted or top-dose-only effect, or effect the other way, or a change in a side signal; inactive = no such curve, though single readings can be large or run the other way; the % refers to the polarisation; also: potency is read from the fitted curve at half-maximal effect
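Steps: dispense CXXC domain solution (7 uM) → pin compounds or unlabeled HOX-A9 DNA control → 5 min ambient → add FLSN-HOX-A9 solution (50 nM) → spin → 30 min ambient → fluorescence polarization. Tris pH 7.5/NaCl/DTT/BSA buffer.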
Chronic BCR inh – inhibitors of chronic active B-cell receptor signaling. Potency, µM (highest dose often 46.1 µM), for the others: top-dose ratio change, negative = lower green/red ratio, hits mostly inhibitors. ABC-DLBCL IkBa-CBG/CBR reporter, luminescence ratio, 4 h. 0.05% of 340,000 active. AID 493014; active = well fitted inhibition curve with a large enough effect in the signal ratio, with a control signal flat, not every such curve was filed as active; inconclusive = small, poorly fitted or top-dose-only effect, or effect the other way, or a change in a side signal; the % refers to the signal ratio;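 also: potency is read from the fitted curve at half-maximal effect; plate controls were basal doxycycline-induced cells for no effect and cells given 10 µM MG132 for full effect; MG132 reads +100%, hits lower the ratio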
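Doxycycline induced both beetle luciferases in TMD8 lymphoma cells; IKK-driven degradation limits the IkappaBalpha-fused green signal, while red luminescence normalises for cell number and nonspecific effects. Compounds tested up to 46 uM, 4 hrs.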
Giardia killer – Giardia lamblia killing | Giardia lamblia trophozoite viability | activity change, % at 7.66 µM, hits read low | 0.15% of 340,000 active; in the data active = activity change below about -80%; inconclusive = between about -30% and that limit;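 also: parasites exposed to compound for two days anaerobically before the ATP read; % is scaled to controls: 0 for no effect and ±100 for the full control effect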
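ATP-content bioluminescence gauges trophozoite survival. Cells (100/well) receive compound and incubate anaerobically for 48 hrs at 37 deg C; detection reagent follows for 15-30 min at room temperature.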
Coupling enz – counter-screen for Giardia aldolase inhibitors: coupling enzyme system; activity change, negative = inhibition, % at 58.2 µM, hits read low; AID 2472; coupling enzyme system counterscreen, AmpLite Red fluorescence; 0.67% of 290,000 active; in the data active = activity change below about -30%; also: % is scaled to controls: 0 for no effect and ±100 for the full control effect
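First, compound is pin-transferred into glyceraldehyde-3-phosphate coupling-enzyme reagent at 57.5 uM final and held 10 min at RT. Next, substrate, coupling system and AmpLite Red are added. After 20 min RT, fluorescence (525/598 nm) is read.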
A-T KAP1 phos – candidate therapy for ataxia-telangiectasia; […] A-T fibroblasts, KAP-1 phosphorylation AlphaLISA; neocarzinostatin DNA damage 30 min before lysis; Potency, µM (titrated, usually from 57.5 µM), for the others: at the top dose activation, actives largely listed as activators; 0.19% of 320,000 active; AID 485349; also: potency is read from the fitted curve at half-maximal effect; % of control where 0% means no effect; nearly all actives have a fitted effect of over 45% in size
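hTERT-immortalized A-T patient fibroblasts ([…]), 500 cells/well in OPTI-MEM, 1% FBS, got compounds for 60 min, then NCS for 30 min at 37C. Lysates were then assayed for phospho-KAP-1 by AlphaLISA (anti-pKAP1 donor, anti-KAP1 acceptor beads), 6 hr at 25C.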
Tb PFK inh – inhibitors of T. brucei phosphofructokinase; Potency, µM (series often up to 57.5 µM), inactives show at the highest dose activity, negative = inhibition, most hits filed as inhibitors; T. brucei PFK, ADP-Glo luminescence; 0.17% of 330,000 active;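 also: potency is read from the fitted curve at half-maximal effect; 0% = uninhibited 1x PFK enzyme wells and -100% = no-enzyme wells; nearly all actives have a fitted effect of over 60% in size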
Target sequence (O15648 whole entry, looked up): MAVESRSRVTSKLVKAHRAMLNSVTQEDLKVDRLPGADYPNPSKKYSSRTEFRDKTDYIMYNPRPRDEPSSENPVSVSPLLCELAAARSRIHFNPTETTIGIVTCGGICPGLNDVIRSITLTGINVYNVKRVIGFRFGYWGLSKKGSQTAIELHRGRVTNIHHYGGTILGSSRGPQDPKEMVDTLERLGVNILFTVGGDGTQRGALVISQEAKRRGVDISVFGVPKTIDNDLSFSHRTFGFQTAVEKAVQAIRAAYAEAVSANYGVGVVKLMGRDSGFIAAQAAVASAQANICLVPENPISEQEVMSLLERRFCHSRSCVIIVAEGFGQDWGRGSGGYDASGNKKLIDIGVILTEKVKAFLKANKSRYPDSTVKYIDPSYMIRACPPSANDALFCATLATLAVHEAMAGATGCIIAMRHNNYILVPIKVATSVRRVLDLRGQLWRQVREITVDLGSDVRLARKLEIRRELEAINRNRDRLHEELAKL
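Compounds were pin-transferred as a titration series up to 57 uM into substrate buffer (0.5 mM F6P, 0.1 mM ATP, pH 8.0), then 1.25 nM PFK was added and reactions ran 45 min before ADP-Glo detection.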
TCR activator – activates T cell receptor signaling. primary human leukocytes, anti-CD3, IL-2 HTRF, 48 h. Potency, µM (series often up to 9.22 µM), for inactives: at the top dose activation of IL-2 secretion, most hits filed as activators. 330,000 tested, under 10 active. AID 504894; also: % of control where 0% means no effect
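Human primary leukocytes + a-CD3 beads + cpd, 48 hr; IL-2 in supernatant by HTRF (ex 320nm / em 665nm). No co-stimulatory signal supplied.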
GALK inh – galactokinase (human) inhibition. P51570. Purified GALK, Kinase-Glo residual ATP luminescence. Potency, µM (highest dose often 57.5 µM), for the others: at the top dose activity change, negative = inhibition, hits mostly inhibitors. 0.007% of 270,000 active; also: potency is read from the fitted curve at half-maximal effect; % is scaled to controls: 0 for no effect and ±100 for the full control effect
Target sequence (P51570 whole entry, looked up): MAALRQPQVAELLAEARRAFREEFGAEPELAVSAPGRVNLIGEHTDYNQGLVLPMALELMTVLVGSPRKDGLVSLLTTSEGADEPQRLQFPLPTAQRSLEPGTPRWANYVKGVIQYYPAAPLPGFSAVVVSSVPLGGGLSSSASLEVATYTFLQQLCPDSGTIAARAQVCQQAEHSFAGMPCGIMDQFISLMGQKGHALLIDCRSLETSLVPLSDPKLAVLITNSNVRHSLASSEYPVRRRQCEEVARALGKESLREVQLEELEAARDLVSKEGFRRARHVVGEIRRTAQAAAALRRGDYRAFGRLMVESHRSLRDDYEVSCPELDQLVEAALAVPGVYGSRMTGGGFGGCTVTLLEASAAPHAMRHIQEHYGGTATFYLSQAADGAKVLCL
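Kinase-Glo Plus luminescence measured ATP left after a 1 h room-temperature reaction. The reaction used 5 nM GALK, 100 uM galactose and 35 uM ATP at pH 8.0 (20 mM HEPES, 5 mM MgCl2, 60 mM NaCl, 1 mM DTT, 0.01% BSA).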
Active calls of the source: *; i = inactive; ? = inconclusive; . = not tested or not shown; & = joins results of further samples; [ ] = remark or other dose. Unless noted, calls follow the shape of the dose curve; as a rule, active = well fitted curve in the direction sought with a large enough effect; inconclusive = small, poorly fitted or top-dose-only effect, or another doubt; inactive = no such curve, though single readings can be large; an effect the other way counts as inactive or inconclusive.

1) CCN1CCN(CC(=O)Nc2cc3c(cc2C(C)=O)OCO3)CC1
2) CC1(C)CC2(C)Nc3ccccc3N2C(=S)N1 (stereo not given)
3) CCCCC(=O)Nc1ccc2c(c1)nc1n2CCSC1
4) O=C1CC(Sc2ncccn2)C(=O)N1c1ccccc1C(F)(F)F (stereo not given)
5) CC(C)(C)C(=O)NC(=S)Nc1ccc(Cc2ccncc2)cc1
6) CCOc1ccccc1N1CCN(C(=O)CCCc2nc3ccccc3s2)CC1
7) CCN(CC)S(=O)(=O)c1cccc(-c2nnc(SCC(=O)NC3CCCCCCC3)n2N)c1
8) CC(c1ccccc1)N(CC(=O)NC1CCCCC1)S(=O)(=O)c1cccc(C(F)(F)F)c1 (stereo not given)

Assay by compound,1,2,3,4,5,6,7,8
TSHR antagonist,-4,3,0,15,-27,-8,10,-12
hERG WT inh,10,-2,-1,11,-6,-1,0,-15
CXXC DNA block,0%,6%,8%,-5%,1%,2%,-6%,10%
Chronic BCR inh,?,2%,-19%,?,0%,-11%,-19%,4%
Giardia killer,9,15,-4,0,-21,-3,17,-8
Coupling enz,-2,0,9,2,2,3,3,-2
A-T KAP1 phos,-2%,-12%,-1%,0%,-1%,1%,-2%,6%
Tb PFK inh,-5%,-2%,-5%,8%,2%,-4%,2%,-1%
TCR activator,-7%,1%[46.1 µM],2%,-1%,1%,-1%[46.1 µM],-3%,1%[46.1 µM]
GALK inh,7%,0%,-2%,0%,0%,0%,0%,0%

9) COC(=O)c1ccc(C)c(-n2c(=O)n(Cc3ccccc3)c(=O)c3[nH]cnc32)c1
10) Cn1cncc1C#Cc1ccc2cc(C3(O)CCCCC3)oc(=O)c2c1
11) CCc1ccccc1NS(=O)(=O)Cc1ccccc1
12) N#CC1=C2SCC(O)(c3ccccc3)N2C(=O)CC1c1cccs1 (stereo not given)
13) CCOC(=O)CS(=O)(=O)c1ccc(O)cc1
14) NC(=O)c1nsc(C(=O)N(Cc2ccc(F)cc2)C(C(=O)NCC2CCCO2)c2ccc(O)cc2)c1N (stereo not given)
15) CC(NC(=O)c1ccco1)C1COc2ccccc2O1 (stereo not given)
16) CCOC(=O)c1nnn(-c2ccc([N+](=O)[O-])cc2)c1C

Assay by compound,9,10,11,12,13,14,15,16
TSHR antagonist,5,-6,-1,-14,-1,-8,-10,-7
hERG WT inh,-3,?,-4,6,7,-11,6,-8
CXXC DNA block,-2%,.,0%,-5%,?,11%,1%,2%
Chronic BCR inh,?,4%,1%,?,-3%,-8%,8%,?
Giardia killer,12,-8,14,-3,-8,-18,1,-21
Coupling enz,-2,.,0,-7,0,0,-6,-1
A-T KAP1 phos,-1%,3%,1%,-5%,-1%,-14%,2%,-3%
Tb PFK inh,-4%,-1%,-8%,7%,2%,0%,-7%,-4%
TCR activator,-4%,1%,0%,.,-2%,3%,-3%,-3%
GALK inh,0%,.,4%,0%,3%,13%,-4%,-1%

Reprinted from the part before: three entries; new compounds follow.
14) NC(=O)c1nsc(C(=O)N(Cc2ccc(F)cc2)C(C(=O)NCC2CCCO2)c2ccc(O)cc2)c1N (stereo not given)
15) CC(NC(=O)c1ccco1)C1COc2ccccc2O1 (stereo not given)
16) CCOC(=O)c1nnn(-c2ccc([N+](=O)[O-])cc2)c1C
17) CN1CCN(CCCNC(=O)CCN2C(=O)COc3ccccc32)CC1
18) OCCCN1c2ccccc2Nc2nnc(-c3ccccc3)cc21
19) CCCCC1(C)NC(=O)N(CC(=O)N2CCc3ccccc32)C1=O (stereo not given)
20) O=C1CSC(=S)N1/N=C/c1cc(Br)c(O)c(Br)c1
21) Cc1ccc(CN(C)C(=O)c2ccc(S(=O)(=O)N(C)c3ccccc3)cc2)o1
22) COc1ccc(OC)c(NC(=O)C23CCC(C)(C(=O)C2)C3(C)C)c1 (stereo not given)
23) O=C(NNc1cccc(Cl)n1)c1c(F)cccc1F
24) O=C(CN1C(=O)NC2(CCCC2)C1=O)Nc1nc2c(F)cc(F)cc2s1

Assay by compound,14,15,16,17,18,19,20,21,22,23,24
TSHR antagonist,-8,-10,-7,11,12,.,?,-4,4,-4,-2
hERG WT inh,-11,6,-8,-24,-7,4,-2,-6,1,12,-6
CXXC DNA block,11%,1%,2%,-6%,3%,.,?,.,-6%,0%,.
Chronic BCR inh,-8%,8%,?,?,?,1%,?,-7%,-8%,?,16%
Giardia killer,-18,1,-21,-4,-19,18,-12,-11,18,-3,6
Coupling enz,0,-6,-1,.,-7,.,-1,.,2,0,.
A-T KAP1 phos,-14%,2%,-3%,3%,-3%,-23%,-4%,2%,0%,4%,3%
Tb PFK inh,0%,-7%,-4%,0%,4%,7%,17%,-16%,-9%,2%,7%
TCR activator,3%,-3%,-3%,4%,7%,5%,-3%,2%,-15%,3%,-19%
GALK inh,13%,-4%,-1%,4%,-1%,.,-21%,.,1%,0%,.

25) Nc1cc(=O)[nH]c(SCC(=O)Nc2cc([N+](=O)[O-])ccc2Cl)n1
26) Cc1ccc(OCCN2C(=O)c3ccccc3C2=O)cc1
27) O=C(Nc1ccc(N2CCOCC2)c(Cl)c1)c1ccc([N+](=O)[O-])o1
28) CSc1nc(N)c2c(C)c(C)sc2n1
29) CC1CCCN(C(c2cccs2)c2nnnn2Cc2ccccc2)C1 (stereo not given)
30) CC(=O)N1CCN(S(=O)(=O)c2cccc(C(=O)Nc3ccccc3N3CCCCC3)c2)CC1
31) COc1cccc(C2CC(=O)Nc3n[nH]c(-c4ccccc4)c32)c1OC (stereo not given)
32) O=C(O)CN=C1NC2(CCCC2)Cc2ccccc21

Assay by compound,25,26,27,28,29,30,31,32
TSHR antagonist,-1,-10,-6,6,-17,9,-13,-17
hERG WT inh,-3,7,-11,-13,-14,-2,-9,11
CXXC DNA block,5%,0%,33%[activator],6%,7%,.,-12%,-2%
Chronic BCR inh,?,-8%,?,-7%,?,3%,?,-1%
Giardia killer,5,-2,-89*,7,-1,-2,-10,3
Coupling enz,-4,-1,-23,-2,-1,.,0,.
A-T KAP1 phos,1%,9%,-3%,8%,.,-12%,1%,5%
Tb PFK inh,-13%,-2%,0%,-7%,3%,-4%,-5%,0%
TCR activator,0%,-13%,7%,-5%[46.1 µM],.,-3%,-7%,1%
GALK inh,0%,2%,0%,1%,1%,.,-1%,-1%

33) Cc1ccc(S(=O)(=O)N2CCC(C(=O)NCc3ccccc3Cl)CC2)cc1
34) O=S(=O)(c1ccc(C(F)(F)F)cc1)N1CCCN(c2ccc(C(F)(F)F)cn2)CC1
35) O=C(NC1CCOCC1)C1CCC(=O)N(CCc2ccc(Cl)cc2)C1 (stereo not given)
36) CCC(C)C(NC(=O)CCC(=O)OCC(=O)[C@@]1(O)CCC2[C@@H]3CCC4=CC(=O)C=C[C@]4(C)C3[C@@H](O)C[C@@]21C)C(=O)O (stereo not given in full)
37) O=c1[nH]ncc(N/N=C\c2cccs2)c1Cl
38) O=c1c2c(-c3cccs3)csc2ncn1-c1ccccc1
39) C/C=C1\COC(C(=O)NCCCN2CCCC2=O)(C(F)(F)F)C=C1C=C(C)C (stereo not given)

Assay by compound,33,34,35,36,37,38,39
TSHR antagonist,-1,-9,9,1,13,7,.
hERG WT inh,24,26,18,-12,i,14,-1
CXXC DNA block,-7%,-18%,-7%,-3%,3%,-4%,.
Chronic BCR inh,-6%&13%,3%,0%,?,?,-15%,.
Giardia killer,-2,-17,-21,11,2,14,2&-15
Coupling enz,2,-7,0,4,1,2,-1
A-T KAP1 phos,2%,1%,-1%,3%,4%,.,.
Tb PFK inh,-15%,-1%,-2%,6%,3%,-1%,.
TCR activator,1%,5%,-2%,0%,3%,2%[46.1 µM],-5%
GALK inh,1%,5%,7%,-1%,8%,-3%,.
